Screening data as filed in PubChem.
UBC9 SUMO inh: inhibitors of human SUMOylation (UBC9); P63279; 290,000 tested, 0.36% active; inhibition, % at 35 µM; HTRF SUMOylation assay, SAE1/SAE2 + UBC9, in vitro; AID 2006; in the data active means inhibition above about 50%, passing the limit was not always enough; further: strong numbers were not always called active
NS3 helicase inh: HCV NS3 helicase inhibition; NS3 helicase DNA unwinding, Cy5 molecular beacon fluorescence; inhibition, % at 10.9 µM; 290,000 tested, 0.56% active;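 active means inhibition above the mean of all tested compounds plus 3 SD, set per campaign, cut at about 35% in these data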;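 further: 0% = DMSO wells and 100% = thioflavine S control wells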
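Test system: hepatitis C virus NS3 helicase domain fragment enzyme. Also added: annealed dual-labelled DNA beacon duplex, ATP-started. Timing: 60 min unwinding reaction at 25 °C after ATP addition. Technique: Cy5 fluorescence. Measure: % inhibition of unwinding.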
p-CIP stab down: lowers stability of the mouse p/CIP coactivator protein. F442A p/CIP-EGFP cells, EGFP fluorescence, 16 h. decrease of EGFP signal, % at 10 µM. 290,000 tested, 0.01% active. AID 1984;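 active means EGFP signal decrease of at least 30% at 10 µM or well 3 SD below plate mean, unless failing retest; inactive means the rest, including hits failing retest or dose response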; further: some compounds called inactive have numbers as strong as hits; many of its hits are not listed in these tables
Target sequence (Q05BA5 1-1403): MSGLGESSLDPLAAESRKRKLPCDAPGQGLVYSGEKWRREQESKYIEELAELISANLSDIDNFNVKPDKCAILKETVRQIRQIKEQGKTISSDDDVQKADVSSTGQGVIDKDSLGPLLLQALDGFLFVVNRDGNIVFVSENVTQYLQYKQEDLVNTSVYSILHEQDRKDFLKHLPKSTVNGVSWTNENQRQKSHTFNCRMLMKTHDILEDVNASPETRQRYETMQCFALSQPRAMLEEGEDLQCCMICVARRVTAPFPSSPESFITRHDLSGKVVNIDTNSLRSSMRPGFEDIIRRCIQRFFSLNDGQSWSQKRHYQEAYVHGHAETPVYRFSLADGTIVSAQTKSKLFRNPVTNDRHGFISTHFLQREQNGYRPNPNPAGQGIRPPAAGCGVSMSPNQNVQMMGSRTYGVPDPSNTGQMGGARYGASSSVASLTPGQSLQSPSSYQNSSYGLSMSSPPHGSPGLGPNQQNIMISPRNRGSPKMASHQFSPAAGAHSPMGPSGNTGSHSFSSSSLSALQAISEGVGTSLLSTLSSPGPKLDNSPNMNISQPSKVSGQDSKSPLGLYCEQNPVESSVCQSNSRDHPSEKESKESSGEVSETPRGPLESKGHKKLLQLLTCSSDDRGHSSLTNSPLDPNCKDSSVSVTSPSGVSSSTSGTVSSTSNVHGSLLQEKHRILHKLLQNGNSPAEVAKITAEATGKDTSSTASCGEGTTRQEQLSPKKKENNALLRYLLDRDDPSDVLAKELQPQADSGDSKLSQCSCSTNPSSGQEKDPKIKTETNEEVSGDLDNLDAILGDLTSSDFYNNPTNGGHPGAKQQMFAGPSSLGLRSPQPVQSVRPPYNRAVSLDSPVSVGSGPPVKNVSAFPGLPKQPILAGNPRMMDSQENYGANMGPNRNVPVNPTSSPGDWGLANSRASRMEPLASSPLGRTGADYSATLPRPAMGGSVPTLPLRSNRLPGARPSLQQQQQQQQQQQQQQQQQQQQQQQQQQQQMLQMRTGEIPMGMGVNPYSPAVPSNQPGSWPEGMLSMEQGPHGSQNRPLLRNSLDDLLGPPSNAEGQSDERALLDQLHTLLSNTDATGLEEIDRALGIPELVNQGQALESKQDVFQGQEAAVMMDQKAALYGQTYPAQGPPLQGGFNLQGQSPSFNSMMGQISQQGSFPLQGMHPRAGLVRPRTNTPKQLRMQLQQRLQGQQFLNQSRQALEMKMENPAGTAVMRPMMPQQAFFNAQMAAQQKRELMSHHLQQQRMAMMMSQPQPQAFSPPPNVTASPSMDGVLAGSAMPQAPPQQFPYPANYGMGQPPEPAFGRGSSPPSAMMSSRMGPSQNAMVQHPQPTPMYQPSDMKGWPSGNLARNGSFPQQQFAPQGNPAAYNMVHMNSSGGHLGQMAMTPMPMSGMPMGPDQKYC
IDE act: IDE (human) activation, cell-based; P14735; HEK cells, FAbeta-B cleavage, fluorescence polarization; 0% vehicle, 100% cell-free pure enzyme wells; activation, % at 5.96 µM; 340,000 tested, 0.073% active; AID 493087;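 active means activation above the mean of all tested compounds plus 3 SD, set per screening campaign, cut at about 17% in these data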
FID counter: fluorescent intercalator displacement, NS3 helicase counter-screen; DNA fluorescent intercalator displacement, fluorescence; AID 1845; 290,000 tested, 0.17% active; inhibition, % at 7.9 µM; in the data active means inhibition above about 37%;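 further: 0% = vehicle and 100% = reference compound; higher means more ethidium bromide displaced from hairpin DNA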
VIM-2 inhibitor: blocks Pseudomonas aeruginosa VIM-2 metallo-beta-lactamase; purified VIM-2, nitrocefin hydrolysis, epi-absorbance fluorescence; inhibition, % at 5.6 µM; 290,000 tested, 0.89% active; AID 1527;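 active means inhibition above the mean of all tested compounds plus 3 SD, cutoff set per screening run, cut at about 7.5% in these data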;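 further: red hydrolysis product quenches plate fluorescence so inhibitors raise well fluorescence; 0% = enzyme with DMSO and 100% = DMSO without enzyme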
IMP-1 inhibitor: inhibitors of Pseudomonas aeruginosa IMP-1 metallo-beta-lactamase; purified IMP-1, nitrocefin hydrolysis, epi-absorbance fluorescence; AID 1556; inhibition, % at 5.6 µM; 290,000 tested, 0.45% active;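 active means inhibition above the mean plus 3 SD of all compounds in the same screening run, cut at about 4.5% in these data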;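 further: 0% = IMP-1 with DMSO and 100% = DMSO wells lacking enzyme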
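System: Purified recombinant IMP-1 metallo-beta-lactamase enzyme | Measured by: Fluorescence quenching readout, ex 480/em 530 nm | Replication: Singlicate | Incubation: 15 min preincubation plus 25 min reaction at 25 °C | Evaluation: Percent inhibition from optical density relative to buffer-blank wells | Benchmarks: DMSO with and without IMP-1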
M18AAP inhibitor: PfM18AAP enzyme inhibition. recombinant PfM18AAP, H-Glu-NHMec fluorogenic cleavage. 290,000 tested, 1.2% active. inhibition, % at 7.35 µM. AID 1822;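 active means inhibition above the campaign mean inhibition over all tested compounds plus 3 SD, cut at about 28% in these data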;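 further: 0% = plate median of test compound wells and 100% = 2 mM ZnCl2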
IDE cell inh: inhibitors of human insulin-degrading enzyme in cells; inhibition, % at 5.59 µM; 320,000 tested, 0.41% active; HEK cells, FAbetaB cleavage, fluorescence polarization;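 active means percent inhibition above the average of all tested compounds plus 3 SD, set per screening campaign, cut at about 16% in these data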;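 further: IDE supplied by intact live HEK cells; FP after avidin binding of uncleaved biotin substrate so inhibition keeps polarization high; 0% = DMSO wells and 100% = 60 µM reference IDE inhibitor Ii1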
Active calls of the source: *; / = no result given. An unsorted share of the library; 3.6% or so of the library scored in one or more.

Every second line gives: UBC9 SUMO inh	NS3 helicase inh	p-CIP stab down	IDE act	FID counter	VIM-2 inhibitor	IMP-1 inhibitor	M18AAP inhibitor	IDE cell inh
COc1cccc(C(=O)N2CCN(C(=O)COc3ccc4ccccc4c3)CC2)c1
    15.4	-6.6	1.2	1.5	-45.2	-0.7	-0.9	-5.1	-7.6
Cc1oc(=O)c(NC(=O)c2ccc(Cl)cc2)cc1C(=O)c1ccccc1
    7.8	9.6	-7.6	-2.3	-5.5	-0.1	-0.8	-31.9	6.3
CC(=O)c1ccc(OCC(=O)NCC2(N3CCCCC3)CCCCC2)cc1
    -15.9	-5.3	10.9	6.4	2.6	-1.1	-3.6	0.5	-1.5
COc1ccccc1CNS(=O)(=O)c1ccc2c(c1)CC(=O)N2C
    3.1	3.8	-6.0	4.6	-15.2	-0.6	-4.0	5.4	7.4
Cc1ccccc1S(=O)(=O)Nc1nc2ccccc2nc1NCCO
    -3.4	5.4	-4.8	4.8	-7.3	-0.5	-1.4	1.7	3.2
CC1(C)NC(=O)N(CC(O)COc2ccc(-c3ccc(C#N)cc3)cc2)C1=O (stereo unspecified)
    -6.5	-3.1	-9.4	-3.3	-7.1	-2.6	0.6	2.8	11.3
CC(=O)Nc1c(C)ccc(CNC(=O)COc2ccc(F)cc2)c1C
    0.7	2.7	-6.0	4.8	-3.4	-2.2	-1.9	-11.3	1.6
O=C(Nc1ccc(N2CCN(C(=O)c3cccs3)CC2)cc1)c1ccco1
    6.9	-7.8	-11.3	0.4	-25.8	1.3	-0.1	3.9	-4.3
Cc1cc(=O)oc2cc(OCC(=O)NCCN3CCOCC3)ccc12
    17.7	-3.2	-1.9	4.8	-8.9	0.0	-2.0	-2.2	-3.0
Cc1cccc(NC(=O)CN2C(=O)S/C(=C\c3ccc(-c4cccc(C(=O)O)c4C)o3)C2=O)c1
    37.7	15.1	2.5	/	-3.8	-0.9	-0.6	-1.2	-1.4
CC1Cc2ccccc2N1C(=O)c1cc2sccc2n1Cc1ccc(F)cc1 (stereo unspecified)
    -8.7	-6.4	5.5	4.7	-6.6	0.2	0.1	-11.8	-5.6
CCc1ccc(N2C(=O)C3C4CCC(C4=C(C)C)C3C2=O)cc1 (stereo unspecified)
    -1.3	-6.8	-1.3	0.1	-20.7	-1.6	-4.4	3.5	-1.4
CS(=O)(=O)N(CC(=O)Nc1ccc(CC#N)cc1)c1ccc(C23CC4CC(CC(C4)C2)C3)cc1
    -33.6	-5.8	-6.6	5.0	4.8	-1.6	-1.1	-0.7	9.0
CCC1=NN(C(=O)Cc2ccc([N+](=O)[O-])cc2)C(O)(C(F)(F)F)C1 (stereo unspecified)
    -4.7	15.6	-11.6	8.1	4.2	-1.2	-4.7	1.2	3.7
CCOC1=C/C(=C/c2c(N)n3nc(CC(=O)N4CCCC4)sc3nc2=O)C=CC1=O
    8.9	7.7	-104.3	-87.9	-36.2	-4.2	-0.9	6.3	30.3*
CCOCCn1c(SC)nc2c1c(=O)[nH]c(=O)n2C
    2.2	-0.1	-6.7	-5.7	-1.4	-1.5	-5.0	-3.0	-2.8
CCCCNC(=O)c1onc(CSc2cc(C)ccc2C)c1C(=O)O
    34.4	23.9	-2.1	-4.2	-31.9	-0.8	-1.1	-1.3	3.1
Cc1cc(S(=O)(=O)N2CCOCC2)ccc1OCC(=O)N1CCC(C(N)=O)CC1
    10.5	2.8	-3.8	0.2	-7.3	-3.0	-3.5	2.4	-1.4
Cc1cc(Cl)c(S(=O)(=O)N2CCSCC2)cc1OCC(N)=O
    20.0	-7.1	0.1	3.2	-11.5	-0.2	-7.4	-2.0	0.1
c1ccc(CNC23CC4CC(CC(C4)C2)C3)nc1
    12.3	-5.4	-2.1	-0.7	0.4	-1.8	-2.8	2.6	-3.3
O=C(COC(=O)Cc1ccsc1)NCC1CCCCC1
    16.8	-0.8	-7.1	3.5	-8.4	-1.6	-1.8	4.2	-6.8
CC(C)C(=O)Nc1ccc(NC(=O)c2cccnc2)cn1
    -0.7	8.3	-10.7	-2.1	-3.8	-0.6	-4.0	0.3	5.2
COc1ccc(NC(=O)N2CCCCCC2)c(OC)c1
    10.3	9.5	-16.6	-1.1	-2.6	-2.3	-2.5	0.6	1.5
CCN1CCN(C(=O)c2cc(=O)c3cc(C)ccc3o2)CC1
    -6.8	-9.9	7.4	5.0	-5.5	-1.4	-2.1	-0.6	5.7
CCOC(=O)C1=C(C)N=C2SC(C(=O)OC)=CC(=O)N2C1c1ccc(F)cc1 (stereo unspecified)
    7.1	15.4	-9.5	4.5	-40.4	-1.1	-2.3	4.9	-4.4
COc1ccc(C[C@H]2CN3C(=NC[C@@H]3C(C)C)N2C[C@H](C)NC(=O)c2ccc(C)c(Br)c2)cc1
    -11.1	-56.1	-2.1	1.9	11.1	-3.6	-3.0	3.4	6.5
C/C=N/N(c1ccccc1)c1ccccc1
    26.0	-3.4	5.0	-3.8	-1.1	-3.7	-4.5	3.3	/
O=C(NCCc1ccccc1)c1cnc2sccn2c1=O
    16.6	10.3	-0.2	-12.4	-3.1	-3.9	-2.6	3.6	3.8
CCOc1ccc(CNS(=O)(=O)c2ccc(-c3ccc(=O)[nH]n3)o2)cc1OC
    -2.7	-2.3	1.2	5.3	-24.1	-1.1	-0.9	-5.9	2.4
Cc1cc(C(=O)NC2=NCCS2)c2ccccc2n1
    3.8	8.6	10.2	-0.9	1.2	-1.6	-2.0	-7.0	0.8
S=C(NCc1ccco1)N1CCC(c2nc3ccccc3o2)CC1
    3.5	-2.9	1.3	3.6	-22.7	-3.5	-2.3	-1.0	0.2
Cc1cccc(-c2c(NC(=O)c3ccco3)oc3ccc(Cl)cc3c2=O)c1
    2.8	2.5	-0.4	5.0	-20.9	-0.3	-2.7	12.3	3.9
CCc1nc(SCc2nc3ccccc3[nH]2)c2oc3ccccc3c2n1
    -20.3	-2.4	-12.7	0.0	-4.7	-1.0	-2.4	5.1	-0.1
COCCN(C(=O)c1ccco1)c1nc(-c2ccccc2)cs1
    9.7	-5.9	-5.2	6.1	-11.7	-1.1	-1.9	-4.7	-2.3
Nn1c(SCC(=O)Nc2cccc(F)c2)nnc1C1CCCCC1
    1.1	-5.0	-5.4	0.7	-8.6	-3.8	-0.7	2.8	5.4
Cc1cc(C)c(C(=O)CSc2n[nH]c(-c3ccncc3)n2)c(C)c1
    23.1	20.3	7.0	4.5	-29.6	-2.8	-2.1	13.2	1.7
COc1cnc(-c2ccccn2)nc1Oc1ccccc1Cl
    6.1	1.7	-16.9	2.3	-13.7	17.1*	-1.8	-4.3	-4.5
CC(C)OC(=O)C(C)Nc1n[nH]c(=S)[nH]c1=O (stereo unspecified)
    -9.0	-8.4	-6.8	-2.6	-0.2	-1.1	-4.9	4.9	/
CCOc1ccc(NC(=S)N2CCN(S(=O)(=O)c3ccc(OC)cc3)CC2)cc1
    -3.8	-8.9	-2.3	4.2	-29.4	-2.0	-1.5	-0.4	/
Cc1cc(C)n(-c2nc(O)cc(=O)[nH]2)n1
    3.5	-2.3	2.9	3.5	6.8	2.4	-3.8	2.8	0.7
CCOc1ccc(NC(=O)CN(c2cc(C)cc(C)c2)S(=O)(=O)c2c(C)noc2C)cc1
    -12.8	-8.0	-9.4	2.7	-2.4	-5.6	-1.3	-2.7	-1.1
COc1ccc(NC(=O)c2ccco2)cc1S(=O)(=O)N1CCOCC1
    -2.1	-0.4	-4.1	9.4	8.0	-1.3	-1.7	-1.1	6.4
Cc1ccc([N+](=O)[O-])cc1S(=O)(=O)NCC1COc2ccccc2O1 (stereo unspecified)
    9.6	-6.0	4.8	2.7	7.5	-1.5	-2.6	-5.2	0.2
COc1ccc(C(CC(=O)O)NC(=O)COc2ccccc2)cc1 (stereo unspecified)
    -25.6	-0.8	-1.6	4.1	-1.3	-2.0	-0.1	-1.6	2.5
N#Cc1c(N2CCCCC2)nc(N)c2c(N)nc3c(c12)CC(CCl)O3 (stereo unspecified)
    18.1	58.0*	1.7	-0.7	7.6	-1.5	-3.4	3.6	-5.6
CC12CN3CC(C)(CN(C1)C3c1ccc(Cl)cc1Cl)C2O (stereo unspecified)
    22.7	7.0	3.3	1.2	3.7	-2.6	-3.1	-1.6	2.0
CCOC(=O)c1[nH]c(C)c(C(=O)N2CCCC(Nc3ccc(C)c(C)c3)C2)c1C (stereo unspecified)
    2.8	-3.3	-16.2	-4.7	-39.7	-0.7	-4.4	19.8	7.5
Cc1nc(N2CCN(c3ccc(Cl)cc3)CC2)[nH]c(=O)c1C
    4.5	-7.5	-1.6	-5.6	-3.9	-3.3	-1.7	-8.1	-2.6
O=C1Nc2ccc(F)cc2C12Nc1ccccc1-c1nnc(SCc3ccccc3Cl)nc1O2 (stereo unspecified)
    14.3	18.3	6.4	3.4	-8.1	5.6	0.4	17.9	2.6
CC/C(=N\NC(=O)c1ccccc1Cl)c1ccc(Br)s1
    13.0	-10.1	-14.8	-0.8	-8.4	-3.0	-2.8	-1.2	9.4
COC(=O)c1ccccc1NC(=O)CSc1ccccc1
    -5.1	-1.6	4.2	1.6	-7.1	-1.1	-2.6	3.1	3.4
Cc1ccc(C(=O)NCc2ccccc2)c(F)c1F
    6.2	0.6	-14.6	3.1	-3.5	3.6	-3.0	-4.2	-1.0
CC(C)(C)n1nnnc1C(c1cccs1)N1CCN(c2ccccc2)CC1 (stereo unspecified)
    -7.3	-6.4	-6.7	1.3	2.6	0.1	0.9	-5.1	-0.7
Cc1cccc(-c2nc3c(s2)CCc2onc(-c4ccc(Br)cc4)c2-3)c1
    4.7	-3.2	7.8	4.1	-11.1	-3.5	-1.8	2.7	-2.2
O=C1c2ccccc2C(=O)N1CC(O)Cn1nnc2ccccc21 (stereo unspecified)
    12.8	-2.4	-14.7	6.1	6.6	-1.2	-1.3	-1.1	-0.3
CC(=O)N(c1ccc(Br)cc1)C1C=CS(=O)(=O)C1 (stereo unspecified)
    3.5	-1.1	-22.2	1.7	0.4	-3.7	-1.7	0.2	2.6
COc1ccc(C(=O)O/N=C(/C)c2cccs2)cc1
    15.2	3.9	-1.8	1.2	-11.6	-2.0	-4.1	8.8	3.4
O=c1cc(O)n(-c2ccccc2F)c(=S)[nH]1
    24.2	-20.8	-18.2	4.0	-1.5	-3.8	-0.7	-2.0	-0.6
CCOC(=O)C1CCN(C(=O)Nc2c(-c3ccccc3)noc2C)CC1
    2.8	2.0	-4.3	0.7	-9.1	-3.2	-1.4	0.1	-0.5

2 compounds from above with just IDE act, NS3 helicase inh and IDE cell inh.
mol	IDE act	NS3 helicase inh	IDE cell inh
CCOc1ccc(NC(=O)CN(c2cc(C)cc(C)c2)S(=O)(=O)c2c(C)noc2C)cc1	2.7	-8.0	-1.1
COc1ccc(NC(=O)c2ccco2)cc1S(=O)(=O)N1CCOCC1	9.4	-0.4	6.4
